SIAE primary = inhibitors of human sialic acid acetylesterase SIAE. SIAE FP-Rh probe binding, fluorescence polarization. inhibition, % at 9.66 µM. 370,000 compounds, 0.69% hits. AID 1053197;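 active = inhibition above a cutoff: mean of compounds within the control limits plus 3 SD of those, cut at about 17% in these data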;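 also: 0% = plate median of compound wells and 100% = probe without SIAE protein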
LEDGF integ inh = blocks HIV-1 LEDGF/p75-dependent DNA integration; 370,000 compounds, 0.64% hits; inhibition, % at 3.7 µM; TR-FRET IN-LEDGF/p75 DNA integration, Eu/Cy5;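 active = inhibition above the screen-wide mean plus 3 SD, cut at about 13% in these data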;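 also: signal is the Cy5 over europium emission ratio at 671 and 618 nm; 0% = plate median of compound wells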
TCR-CD3 inh = inhibitors of human TCR-CD3 interaction; 360,000 compounds, 0.37% hits; AID 651800; TAMRA-labeled TCR probe fluorescence, biochemical; inhibition, % at 9.4 µM; in the data active = inhibition above about 19%;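 also: recombinant mutant TCR 2C K166C tagged with TAMRA read by polarization; 0% = receptor in buffer alone and 100% = receptor with positive control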
TDP2 absorb = blocks human TDP2 phosphodiesterase activity; recombinant TDP2, T5PNP hydrolysis, p-nitrophenol absorbance 415 nm; 370,000 compounds, 0.34% hits; inhibition, % at 12.8 µM; AID 720702; O95551;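 active = inhibition above the mean of all tested compounds plus 3 SD, set per campaign, cut at about 25% in these data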;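 also: 0% = DMSO with enzyme and 100% = buffer with substrate but no TDP2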
Target sequence (O95551 whole entry, looked up): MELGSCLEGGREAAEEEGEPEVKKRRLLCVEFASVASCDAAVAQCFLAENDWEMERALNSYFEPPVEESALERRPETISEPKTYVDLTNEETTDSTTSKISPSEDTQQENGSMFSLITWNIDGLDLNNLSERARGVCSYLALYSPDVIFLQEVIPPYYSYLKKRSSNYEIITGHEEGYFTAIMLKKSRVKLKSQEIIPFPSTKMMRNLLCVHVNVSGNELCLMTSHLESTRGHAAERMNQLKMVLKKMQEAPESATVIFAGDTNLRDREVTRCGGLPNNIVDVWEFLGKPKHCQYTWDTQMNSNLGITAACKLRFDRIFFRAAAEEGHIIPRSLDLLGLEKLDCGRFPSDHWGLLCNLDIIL
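Assay system: Recombinant human TDP2 | Quantity: 120 nM TDP2 per well | Incubation: 2 h at 37 °C | Signal: Epi absorbance | Evaluation: Percent inhibition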
ABHD4 inh = inhibits mouse alpha/beta hydrolase domain 4; AID 720543; inhibition, % at 8.92 µM; 370,000 compounds, 0.54% hits; purified mABHD4, FP-Rh probe fluorescence polarization; Q8VD66;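 active = inhibition exceeding the mean over every tested compound plus 3 SD, cut at about 30% in these data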;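 also: 0% = plate median of compound wells and 100% = S159A mutant with DMSO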
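Assay system: mouse ABHD4 enzyme, wild type / Also added: fluorescent activity-based probe FP-Rh / Doses: single nominal dose of 8.92 µM, 0.89% DMSO final / Timing: 45 min compound pre-incubation plus 60 min probe step, 25 °C / Signal: FP readout, ex 525 nm / em 598 nm / Control set: S159A mutant/DMSO as 100%, compound-well median as 0%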
HTRA1 inhibitor = HTRA1 (human) protease inhibition | Q92743 | recombinant HTRA1, FP-rhodamine activity-based probe, fluorescence polarization | inhibition, % at 5.96 µM | 340,000 compounds, 0.5% hits | AID 504803; in the data active = inhibition above about 36%;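 also: 0% = enzyme with DMSO and 100% = wells lacking enzyme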
Target sequence (Q92743 whole entry, looked up): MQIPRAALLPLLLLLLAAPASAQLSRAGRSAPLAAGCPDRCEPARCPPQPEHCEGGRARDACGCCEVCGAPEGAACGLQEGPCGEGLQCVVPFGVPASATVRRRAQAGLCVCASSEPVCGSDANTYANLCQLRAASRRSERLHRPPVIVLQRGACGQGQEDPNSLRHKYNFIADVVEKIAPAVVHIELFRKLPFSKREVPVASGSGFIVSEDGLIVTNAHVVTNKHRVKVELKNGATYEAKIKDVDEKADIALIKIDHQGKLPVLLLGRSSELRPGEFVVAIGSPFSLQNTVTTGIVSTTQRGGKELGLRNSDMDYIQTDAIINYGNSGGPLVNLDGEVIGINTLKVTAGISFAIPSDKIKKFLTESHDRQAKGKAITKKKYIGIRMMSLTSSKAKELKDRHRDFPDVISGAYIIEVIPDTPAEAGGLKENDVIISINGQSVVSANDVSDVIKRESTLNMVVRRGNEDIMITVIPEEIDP
PG9 binder = small molecules binding HIV-1 gp120 antibody PG9 | TR-FRET gp120-PG9 antibody binding | inhibition, % at 6.7 µM | 360,000 compounds, 0.43% hits | AID 624416; in the data active = inhibition above about 8.5%
DDE Tn7 FP inh = disrupts Tn7 cyclic peptide binding to fibrin D-Dimer-E complex | AID 720508 | P02675 | FP displacement of FITC-Tn7 peptide from fibrin DD(E); 0% = median of compound wells per plate | inhibition, % at 8.3 µM | 370,000 compounds, 0.13% hits;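 active = inhibition above the mean of compounds falling within the control limits plus 3 SD of them, cut at about 14% in these data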;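 also: 0% = plate median of compound wells and 100% = 10 µM Aha-Tn7 peptide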
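Test system: human clot-derived fibrin DD(E) complex / Quantity: 2 µM final DD(E) protein / Incubation: 10 min plus 3 h, room temperature / Measured by: fluorescence polarization / Benchmarks: high control of 10 µM Aha-Tn7 peptide / Replicates: singlicate testing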
UHRF1 binding = UHRF1 methyl-DNA binding inhibition; Q96T88; UHRF1 binding to methylated oligo, TR-FRET; inhibition, % at 4.4 µM; 370,000 compounds, 0.75% hits; AID 687016; in the data active = inhibition above about 21%;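 also: UHRF1 SRA domain binding a hemimethylated CpG hairpin DNA probe; 0% = median of test compound wells and 100% = reference inhibitor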
PRMT1 FP inh = PRMT1 (human) inhibition, primary screen | recombinant PRMT1, activity-based probe fluorescence polarization | Q99873 | inhibition, % at 2.79 µM | AID 652257 | 370,000 compounds, 1.3% hits;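 active = inhibition above about 21% made by adding two undisclosed values, limit read from the data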
The depositor's hits bear a star; / = no result given.

SMILES	SIAE primary	LEDGF integ inh	TCR-CD3 inh	TDP2 absorb	ABHD4 inh	HTRA1 inhibitor	PG9 binder	DDE Tn7 FP inh	UHRF1 binding	PRMT1 FP inh
COc1ccc(Nc2c(CCc3ccccc3)nc3nc(C)cc(C)n23)cc1	-5	-6	-3	-1	-10	/	-2.3	-2	2	9
COC(=O)c1ccc(Sc2ccccc2NS(=O)(=O)c2ccc(C)cc2)nc1	-1	1	-3	-13	7	-12	-0.8	-2	2	3
COc1ccc(/C=N/NC(=S)NCCc2ccccc2)cc1	6	5	9	-6	-10	-40	-1.2	-7	0	3
O=C(CC1C(=O)NCCN1C(=O)Nc1ccccc1)Nc1cc(Cl)ccc1Cl (centres undefined)	-3	2	4	-10	-8	-4	-2.2	-9	1	-8
COCCNc1nc2ccccc2n2cnnc12	-2	-3	-4	-2	7	5	0.9	-4	0	2
Cc1[nH]c(=O)[nH]c(=O)c1S(=O)(=O)N1CCN(c2ccccc2F)CC1	-4	1	-1	7	-3	8	-1.2	4	1	3
Cc1cccnc1NC(=S)Nc1ccc(Br)cc1Cl	12	-1	0	1	-3	-6	-1.2	4	-5	1
CN(/C=C/C(=C/C=[N+](C)c1ccccc1)OCCCS(=O)(=O)[O-])c1ccccc1	13	1	8	-6	0	1	-0.1	-4	-4	5
CCCCOC(=O)Nc1sc2nc(C)cc(C)c2c1-n1cccc1	4	0	10	-4	7	1	-2.0	-3	-1	0
CCCCn1c(N)c(N(CC(C)C)C(=O)CN2C(=O)c3ccccc3C2=O)c(=O)[nH]c1=O	-1	-3	-8	-9	-5	5	0.1	3	5	1
CN1CCCC1CCNS(=O)(=O)c1ccc(Br)cc1 (centres undefined)	7	3	-2	2	-9	1	0.9	6	4	0
O=C(COc1ncnc2ccccc12)NCCc1ccc(F)cc1	-1	5	5	-3	4	0	-1.1	-8	-5	-3
CNC(=S)Nc1cc(C(=O)N2CCCC2)ccc1N1CCCC1	8	1	4	9	2	5	-3.0	-1	2	-3
COC(=O)[C@]1(CC(C)C)N[C@H](c2ccc(SC3CCCCC3)c(OC)c2)[C@@H]2C(=O)N(C)C(=O)[C@@H]21	2	1	2	-7	1	-2	0.3	-2	-1	0
C=CCN1c2ccccc2C(=O)C(C)S1(=O)=O (centres undefined)	4	-4	-1	4	-1	4	-2.5	0	1	1
CC(Sc1nnc(C2CC2)n1C1CC1)C(=O)NCc1cccs1 (centres undefined)	6	-1	8	-3	8	-1	-0.7	6	1	-2
NNC(=O)c1[nH]c(-c2ccccc2)cc1-c1ccccc1	-2	-9	6	-2	6	-5	-1.2	2	-1	-4
COc1ccc(CC(=O)OC(C)CN2CCOCC2)cc1 (centres undefined)	0	3	-4	2	-4	11	2.2	6	1	1
C=CCn1c(=S)[nH]c2nc3c(cc2c1=O)CCCC3	-2	0	1	-7	-10	4	0.6	8	5	2
CC(C)N(C(=O)CSc1nc2ccccc2n1Cc1ccccc1)C(C)C	-4	-4	6	6	-3	8	-1.7	3	0	-1
CSCCC1NC(=O)N(CC(=O)Nc2c(C(C)C)cccc2C(C)C)C1=O (centres undefined)	2	-5	-5	11	5	3	-1.0	4	-2	3
CCN(C(=O)Cn1cc(C(F)(F)F)ccc1=O)C1CCS(=O)(=O)C1 (centres undefined)	-6	3	9	-2	-1	2	-2.3	3	1	0
CC1(C)Cc2nc(N)c(C(=O)NCCO)cc2CO1	1	-1	4	9	5	6	0.3	-2	-1	-2
Cc1ccc2c(c1)N(CC(=O)NC(C)CCc1ccccc1)C(=O)c1cccnc1O2 (centres undefined)	0	0	12	-1	-3	-4	-0.5	-1	-2	-2
CC(C)CCOCC(=O)Oc1ccccc1C(=O)O	0	2	3	5	7	-1	1.0	-9	1	1
Remaining list, next part:
SMILES	SIAE primary	LEDGF integ inh	TCR-CD3 inh	TDP2 absorb	ABHD4 inh	HTRA1 inhibitor	PG9 binder	DDE Tn7 FP inh	UHRF1 binding	PRMT1 FP inh
c1coc(-c2nc(-c3ccncc3)no2)c1	-3	2	1	-2	0	6	-1.5	-1	-1	-3
Cc1ccc(-n2c(C(C)n3nc(C)c([N+](=O)[O-])c3C)n[nH]c2=S)cc1 (centres undefined)	-2	-2	2	4	4	4	1.0	3	0	0
C=C1CCN(C(C)C(=O)O)S(=O)(=O)c2ccccc21 (centres undefined)	-2	1	4	4	8	-9	0.4	2	5	1
Cc1ccc(N(CC(=O)NCC2CCCO2)S(C)(=O)=O)cc1Cl (centres undefined)	-1	0	-5	-8	1	-1	2.3	13	4	0
CCC(C)c1ccc(NC(=O)c2ccco2)cc1 (centres undefined)	-1	1	2	-3	-8	-1	-1.0	-9	-2	-7
COc1cc(C(C)=O)ccc1OCC(=O)N(CCC1=CCCCC1)c1c(N)n(Cc2ccccc2)c(=O)[nH]c1=O	-2	1	-5	-18	-3	-9	-3.0	-2	6	1
Cc1ccc(S(=O)(=O)N2CCCC2C(=O)n2nc(C)cc2C)cc1 (centres undefined)	3	-1	5	-7	-3	6	-4.8	-2	-1	2
Nc1cccc(Oc2ccc3c(c2)C(=O)NC3=O)c1	-1	1	2	3	3	-4	1.8	11	-4	3
CCC(SC1=NCCS1)C(=O)Nc1ccc(S(N)(=O)=O)cc1 (centres undefined)	0	-2	-6	-6	2	-2	-0.8	5	6	17
Cc1cc(Br)c(NC(=O)COC(=O)C2CC2C)c(Br)c1 (centres undefined)	-6	-4	-6	-1	1	-2	-0.3	-1	1	1
O=C(COC(=O)c1ccc2ccccc2n1)c1ccc(F)cc1	0	1	1	-1	-2	4	0.6	-3	-2	3
COCCOC(=O)C1=C(C)N(c2ccccc2)C(=O)NC1c1cccc([N+](=O)[O-])c1 (centres undefined)	3	-1	2	0	-4	-1	-1.4	-2	1	1
CCOC(=O)c1nc(C)sc1-c1ccnn1S(=O)(=O)c1ccc(C)cc1	16	4	6	2	-10	-4	0.3	0	1	-3
CCCN1CCC(=NNc2ccc(S(=O)(=O)N(CC)CC)cc2[N+](=O)[O-])CC1	2	5	5	-10	9	4	-1.5	-14	0	-1
N#Cc1cc(N)ccc1Sc1ccccc1	2	1	8	-3	-2	0	-1.0	-3	0	-1
Fc1ccccc1NC(=S)Nc1cccc2cnccc12	6	-7	-1	5	6	1	-0.9	-2	-1	13
COc1cccc(N2CCN(C(=O)c3ccc(CS(=O)c4ccccc4C)o3)CC2)c1 (centres undefined)	-1	2	0	-11	1	3	-0.6	-1	1	-4
COc1ccccc1OCc1ccc(C(=O)NCc2ccco2)o1	3	4	1	-8	1	0	1.2	-1	3	13
O=C(NCC1CCN(S(=O)(=O)c2ccccc2)CC1)Nc1ccc(F)cc1	-4	0	0	8	0	0	0.1	10	-2	-2
COc1ccc(C(=O)Cn2c(Br)nc3c2c(=O)n(C)c(=O)n3C)cc1OC	-3	1	-2	14	2	2	0.3	-6	-1	0
Cc1ccc(CNC(=O)CCCC(=O)c2ccccc2)cc1	-12	0	6	16	-5	-1	-0.7	1	-4	0
Cc1ccc(CC2(O)CC(C)N(C)CC2C)c(C)c1 (centres undefined)	0	1	7	2	4	6	1.4	-2	-3	-4
COc1ccccc1Cc1nc(-c2ccc(C)cc2)no1	-4	-2	-11	6	-13	-8	-0.3	5	0	-1
CCc1noc(C)c1C(=O)OCC(=O)NC(C)c1ccccc1 (centres undefined)	4	0	7	-12	-7	0	3.9	4	3	5
CC1CN(C(=O)c2cc3ccccc3oc2=O)CC(C)O1 (centres undefined)	4	-4	-3	0	9	6	-1.7	-2	2	2

Some of these compounds in order of their number in ABHD4 inh, rising:
SMILES	SIAE primary	LEDGF integ inh	TCR-CD3 inh	TDP2 absorb	ABHD4 inh	HTRA1 inhibitor	PG9 binder	DDE Tn7 FP inh	UHRF1 binding	PRMT1 FP inh
Cc1ccc(CNC(=O)CCCC(=O)c2ccccc2)cc1	-12	0	6	16	-5	-1	-0.7	1	-4	0
N#Cc1cc(N)ccc1Sc1ccccc1	2	1	8	-3	-2	0	-1.0	-3	0	-1
CC1CN(C(=O)c2cc3ccccc3oc2=O)CC(C)O1 (centres undefined)	4	-4	-3	0	9	6	-1.7	-2	2	2

Quoted from the listing:
Value for `Nc1cccc(Oc2ccc3c(c2)C(=O)NC3=O)c1` in PG9 binder: 1.8
Value for `Fc1ccccc1NC(=S)Nc1cccc2cnccc12` in DDE Tn7 FP inh: -2
Value for `COc1ccccc1OCc1ccc(C(=O)NCc2ccco2)o1` in TCR-CD3 inh: 1

Next part
SMILES	SIAE primary	LEDGF integ inh	TCR-CD3 inh	TDP2 absorb	ABHD4 inh	HTRA1 inhibitor	PG9 binder	DDE Tn7 FP inh	UHRF1 binding	PRMT1 FP inh
CC(C)CCNC(=O)CSc1nc2ccccc2c(=O)[nH]1	0	2	1	-9	-1	0	0.2	-4	8	0
CCCn1c(N2CCN(CC(=O)Nc3ccc4c(c3)OCCO4)CC2)nc2ccccc21	10	0	6	-2	-3	5	0.3	12	-3	-2
O=[N+]([O-])c1ccc2c(c1)C(O)n1nc(-c3ccccc3)nc1S2 (centres undefined)	2	-1	9	0	4	3	-0.2	-8	0	1
CCOc1ccc(/C=N/NC(=O)c2c(-c3ccccc3)noc2C)cc1	-2	0	-3	13	-2	9	0.9	1	1	4
COc1cccc(C2=NOC(C(=O)Nc3cccc(C(C)=O)c3)C2)c1OC (centres undefined)	-2	-3	-3	-11	6	4	-2.0	-8	2	4
O=C(NCc1ccc2c(c1)OCO2)c1cc2ccccc2oc1=O	6	4	-7	-3	0	2	1.5	1	1	0
COc1ccc2nc(NC(=O)C3CCCN(S(=O)(=O)c4cccc5nonc45)C3)sc2c1 (centres undefined)	-21	2	-9	5	0	-28	2.0	-2	-1	0
C/C=C/c1ccc(OCCN2C(=O)NC(C)(C)C2=O)c(OC)c1	2	2	1	-2	-2	3	1.0	7	1	-1
COc1cc(NC(=O)CCc2c(C)[nH]c(=O)c(C#N)c2C)cc(OC)c1	-3	1	-3	5	0	3	1.1	1	-2	0
Brc1ccc(/C=C/C=N/Nc2nc3ccccc3s2)cc1	9	3	0	-2	5	5	-1.9	-3	-1	-3
CSCCC(NC(=O)C12CC3CC(CC(C3)C1)C2)C(=O)OCC(=O)c1ccc(C)cc1 (centres undefined)	1	1	-4	-14	-15	7	-3.3	6	2	-2
COc1ccc(S(=O)(=O)N2CCC3(CC2)OCCN3S(=O)(=O)c2ccc(C)cc2)cc1OC	-1	0	-3	-8	1	4	-1.5	2	2	-2
CCOC(=O)C1(CC)Oc2ccccc2C(c2ccc(OC)cc2)=C1C(=O)OC (centres undefined)	-3	2	4	-3	-6	-7	-1.1	0	-1	-3
CCOC(=O)C1=C(C)N(C)C(C)=C(C(=O)OCC)C1c1ccc(Cl)cc1	13	-1	6	-6	-10	-13	-2.1	-2	26*	-1
CCCCCCCC(=O)N/N=C(/C)c1c(O)cc(C)oc1=O	4	0	2	-7	2	-7	0.5	5	2	-3
COC(=O)CSc1nc2ncc(Cl)cc2[nH]1	-2	2	-2	8	-8	-1	-3.0	-1	4	-2

Compound activity deposited in PubChem by The Scripps Research Institute Molecular Screening Center.
